Source: PubChem
HT1080NT lethal: qHTS for induction of synthetic lethality in tumor cells producing 2HG: qHTS for the HT-1080-NT fibrosarcoma cell line | HT-1080-NT fibrosarcoma viability, CellTiter-Glo ATP luminescence, 48 h | Potency, µM (top dose mostly 46.1 µM), for the others: top-dose activity, negative = less viability, hits mostly cytotoxic | actives 1.6% (n = 360,000) | AID 686970, 2013;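 further: NT is the 2HG producing partner of a matched IDH1 knockdown line; potency means the concentration at half of the fitted maximal effect; 0% = DMSO-treated cells and -100% = media-only wells without cells; nearly all actives have a fitted effect of over 55% in size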
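A 48-hour cytotoxicity screen used HT-1080-NT cells plated 2 hours before compound delivery. ATP-based CellTiter-Glo luminescence measured viability, normalized to DMSO and no-cell controls.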
SW480 rerep: A quantitative high throughput screen for small molecules that induce DNA re-replication in SW480 colon adenocarcinoma cells | SW480 DNA re-replication, Hoechst DNA content imaging, 48 h | Potency, µM (doses to about 46.1 µM), for the others: at the highest dose re-replication activation, actives largely listed as activators | actives 1.8% (n = 340,000); further: potency means the concentration at half of the fitted maximal effect; % of control where 0% means no effect; nearly all actives have a fitted effect of over 55% in size
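Treated cells incubate 48 hr (37 C, 5% CO2), are stained 40 min with Hoechst, and nuclear fluorescence is enumerated; a rise in nuclei with high DNA signal marks re-replication.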
ATXN2 expr inh: Primary qHTS for Inhibitors of ATXN expression; HEK-293 ATXN2-luciferase reporter, luminescence, 24 h; Potency, µM (titrated, usually from 57 µM), inactives show at the highest dose activity change, negative = inhibition, most hits filed as inhibitors; actives 0.72% (n = 360,000); AID 1745845, 2022; further: potency means the concentration at half of the fitted maximal effect; on the % scale 0 is the no-effect control and ±100 the full control effect; nearly all actives have a fitted effect of over 55% in size
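ATXN2-luciferase reporter cells (luciferase flanked by upstream and downstream ATXN2 gene portions) were treated 24 h at 37 °C with compounds at up to 57 uM. SteadyGlo luminescence gave expression; GF-AFC fluorescence gave viability.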
IL-1B inflam inh: qHTS for Inhibitors of Inflammasome Signaling: IL-1-beta AlphaLISA Primary Screen. THP-1 LPS/ATP IL-1B secretion, AlphaLISA, 16 h; hits give low values. activity change, % at 57.5 µM. actives 4.7% (n = 360,000); in the data active means activity change below about -50%; inconclusive means mostly about -30% to -49%; further: on the % scale 0 is the no-effect control and ±100 the full control effect
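THP-1 cells pretreated 1 hr with compounds (up to 57.5 uM final), then stimulated with LPS (250 ng/mL final) plus ATP (1.25 mM final); secreted IL-1B measured by AlphaLISA after 16 hr, decreased signal indicating inhibition.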
HT1080 IDH1KD tx: qHTS for induction of synthetic lethality in tumor cells producing 2HG: qHTS for the HT-1080-IDH1KD cell line; HT-1080 IDH1 knockdown viability, ATP luminescence, 48 h; Potency, µM (top dose mostly 46.1 µM), for the others: at the top dose activity, negative = toxicity, usual class: cytotoxic; actives 2% (n = 360,000);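 further: potency means the concentration at half of the fitted maximal effect; 0% = DMSO wells and -100% = cell-free medium wells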
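% activity derives from luminescence (CellTiter-Glo), normalised to DMSO and no-cell wells. HT-1080-IDH1KD cells, 750/well, had 48 h compound exposure at 37 °C.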
KB-V1 MDR tox: qHTS assay for MDR1-selective chemotherapeutics: Primary screen using the drug-selected MDR subline cells KB-V1. KB-V1 MDR cells viability, CellTiter-Glo, 72 h. Potency, µM (series often up to 46.1 µM), inactives show at the top dose activity change, negative = cytotoxicity, usual class: cytotoxic. actives 3.4% (n = 400,000). AID 1347076, 2019; further: potency means the concentration at half of the fitted maximal effect; on the % scale 0 is the no-effect control and ±100 the full control effect; nearly all actives have a fitted effect of over 60% in size
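Drug-selected KB-V1 cells, grown in DMEM lacking phenol red with 10% FBS, receive compound titrations; after three days at 37 degrees C, surviving cell ATP is quantified by CellTiter-Glo luminescence and responses normalized and curve-fitted.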
MCF10A rerep: A quantitative high throughput screen for small molecules that induce DNA re-replication in MCF 10a normal breast cells | MCF 10A DNA re-replication, Hoechst nuclear intensity, 48 h | Potency, µM (titrated, usually from 46.1 µM), without a hit: at the highest dose activity, positive = re-replication, hits mostly activators | actives 2.9% (n = 350,000) | AID 624296, 2012; further: potency means the concentration at half of the fitted maximal effect; % of control where 0% means no effect; nearly all actives have a fitted effect of over 50% in size
WRN helicase inh: qHTS for Inhibitors of WRN Helicase; Bifunctional 3'-5' exonuclease/ATP-dependent helicase WRN (Homo sapiens), Q14191; WRN helicase unwinding, fluorescent forked duplex, kinetic; Potency, µM (highest dose often 114 µM), inactives show at the top dose activity change, negative = inhibition, most hits filed as inhibitors; actives 0.46% (n = 360,000); AID 651768, 2012; further: potency means the concentration at half of the fitted maximal effect; on the % scale 0 is the no-effect control and ±100 the full control effect; nearly all actives have a fitted effect of over 55% in size
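WRN at 20 nM final was preincubated with compound for 15 min at room temperature; reaction started with 100 nM forked duplex oligonucleotide carrying fluorophore and quencher plus 2 mM ATP (final). Unwinding followed kinetically by red fluorescence (ex 525/em 598 nm).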
KB-3-1 cytotox: qHTS assay for MDR1-selective chemotherapeutics: Primary screen using the parental adenocarcinoma cell KB-3-1; KB-3-1 viability, CellTiter-Glo ATP luminescence, 72 h; Potency, µM (titrated, usually from 46.1 µM), inactives show top-dose activity change, negative = cytotoxic, hits mostly cytotoxic; actives 1.4% (n = 400,000); AID 1347075, 2019; further: potency means the concentration at half of the fitted maximal effect; on the % scale 0 is the no-effect control and ±100 the full control effect; nearly all actives have a fitted effect of over 60% in size
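Cells are dispensed, compounds pinned in, plates held at 37 °C for 72 h, then CellTiter-Glo is added and luminescence read after 10 minutes. Cell line: parental KB-3-1 in phenol-red-free DMEM, 10% FBS.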
* marks the source's active call; other numbers are inactive results; ? = inconclusive; . = no result given; [ ] = dose if it differs, or a comment. Unless noted, the call rests on the fitted dose curve; in most records, active means well fitted curve in the direction sought with a large enough effect; inconclusive means small, poorly fitted or top-dose-only effect, or another doubt; inactive means no such curve, though single readings can be large; an effect the other way counts as inactive or inconclusive.

SMILES	HT1080NT lethal	SW480 rerep	ATXN2 expr inh	IL-1B inflam inh	HT1080 IDH1KD tx	KB-V1 MDR tox	MCF10A rerep	WRN helicase inh	KB-3-1 cytotox
Cc1sc(Nc2ccc([N+](=O)[O-])cc2)nc1-c1c(C)n(C)n(-c2ccccc2)c1=O	26.2%	-3.4%	-28.5%	-20.9	15.2%	0.0%	8.6%	0.4%	-14.1%
Cc1coc2cc3oc(=O)c4c(c3cc12)CCCC4	1.9%	0.0%	3.3%	0.0	6.7%	?	-2.2%	-2.1%	-2.0%
CCOC(=O)C1=C(COC(=O)/C=C/c2ccc(O)c(OC)c2)NC(=O)NC1C (centres undefined)	-10.0%	3.5%	2.0%	?	-5.0%	-2.1%	12.3%	0.6%	-2.3%
Cc1cc(C(C)(C)C)ccc1Oc1cccc2c1S(=O)(=O)N(C1CCCC1)CC(COCc1ccccc1)O2 (centres undefined)	-2.1%	11.4%	-5.6%	35.0	-2.4%	-5.3%	-42.6%[inhibitor]	-2.6%	0.0%
COc1ccc(N(C)S(=O)(=O)c2ccc(Cl)c(C(=O)NNC(=O)c3ccccc3O)c2)cc1	-28.6%	?	-9.4%	34.9	-20.6%	-21.1%	14.5%	-30.8%	-28.5%
CCCc1cc(=O)n2[nH]c(C)cc2n1	12.0%	-19.5%	2.8%	3.7	0.9%	0.0%	9.9%	-5.1%	7.0%
O=C(C[n+]1ccc2ccccc2c1)c1cccc2ccccc12	?	-11.1%	-19.9%	?	?	0.0%	-1.9%	-0.4%	-29.8%
COc1ccc(N(CC(=O)Nc2cccc3ccccc23)S(C)(=O)=O)cc1	2.8%	-39.4%[inhibitor]	15.8%	-0.7	2.5%	-6.2%	?	-3.1%	2.9%
O=C1Nc2c(c(=O)[nH]c(=O)n2-c2ccccc2)C1(Nc1ncccn1)C(F)(F)F (centres undefined)	14.4%	2.3%	-3.1%	38.3	8.7%	0.0%	-3.1%	-17.3%	8.9%
COc1ccccc1CNc1ncnc2c1nnn2Cc1ccccc1	-13.6%	5.3%	-3.4%	-18.8	-15.9%	-12.0%	10.5%	-13.2%	-5.2%
COCCNC(=O)c1cc2c(c(-c3cccc(-c4cc5ccccc5o4)c3)n1)[C@@H](CCO)N(S(=O)C(C)(C)C)C2 (some centres undefined)	-12.0%	.	-14.4%	-19.2	?	29.1%	.	0.0%	0.1%
O=c1c2c3c(sc2nc(NCCOCCO)n1Cc1ccco1)CCCCC3	7.0%	-2.3%	75.9%[activator]	22.1	-8.7%	21.7%	8.0%	-4.4%	6.4%
CCOC(=O)c1cnn(-c2nc(-c3ccc(F)cc3)cs2)c1C(F)(F)F	3.5%	0.3%	-7.0%	11.8	-2.9%	12.6%	22.2%	-9.6%	10.4%
O=C(c1ccco1)N1CCN(Cc2nc3ccc([N+](=O)[O-])cc3c(=O)n2-c2ccccc2F)CC1	-11.9%	-3.9%	-9.4%	69.9	-14.3%	-21.2%	4.1%	-23.9%	5.2%
CC(c1nc2ccccc2c(=O)[nH]1)N1CCN(C)CC1 (centres undefined)	13.9%	-3.2%	-6.9%	28.2	3.2%	9.6%	-5.4%	8.8%	6.0%
CCCC1CC(CSc2ncn[nH]2)OC1=O (centres undefined)	9.6%	-0.2%	-7.8%	10.4	14.7%	?	-4.3%	-0.2%	-1.2%
CCCCCCCCCCCC(=O)N1CC(=O)NC(=O)C1	12.3%	-20.6%	-8.8%	.	10.6%	0.7%	?	1.5%	-11.8%
Cc1cc(C)c2oc(-c3cccc(N)c3)nc2c1	-6.7%	-1.2%	.	-2.4	-10.5%	?	2.0%	-10.1%	-9.3%
NC(=O)CSc1nnc(-c2ccc(S(=O)(=O)N3CCCC3)cc2)n1Cc1ccco1	3.5%	-2.7%	1.0%	4.6	-2.7%	19.8%	13.0%	0.9%	10.0%
CC(=O)N1CCOc2ccc(S(=O)(=O)Nc3ccc(C)cn3)cc21	3.6%	-13.4%	2.6%	21.7	12.9%	?	-0.6%	11.8%	1.3%

Brought forward from above: 2 entries; new compounds follow.
SMILES	HT1080NT lethal	SW480 rerep	ATXN2 expr inh	IL-1B inflam inh	HT1080 IDH1KD tx	KB-V1 MDR tox	MCF10A rerep	WRN helicase inh	KB-3-1 cytotox
NC(=O)CSc1nnc(-c2ccc(S(=O)(=O)N3CCCC3)cc2)n1Cc1ccco1	3.5%	-2.7%	1.0%	4.6	-2.7%	19.8%	13.0%	0.9%	10.0%
CC(=O)N1CCOc2ccc(S(=O)(=O)Nc3ccc(C)cn3)cc21	3.6%	-13.4%	2.6%	21.7	12.9%	?	-0.6%	11.8%	1.3%
COC(=O)c1cc(S(=O)(=O)N2CCN(c3ccccc3OC)CC2)cn1C	-4.3%	-6.2%	-7.1%	11.4	-9.5%	7.8%	-1.1%	-22.2%	2.8%
Cc1c(CC(=O)N[C@@H](C)C(=O)O)c(=O)oc2c(C)c3occ(-c4ccccc4)c3cc12	-18.7%	15.1%	-5.3%	-4.4	-1.3%	30.6%	?	-23.4%	18.1%
Cc1ccc(-c2cnc(C(O)c3cccc(Cl)c3)[nH]2)cc1 (centres undefined)	?	.	22.7%	-0.3	?	2.5%	.	-0.5%	0.0%
COc1ccc(CC(=O)Nc2cc(C)on2)cc1OC	0.0%	-5.5%	-6.8%	-3.7	1.1%	0.3%	-6.1%	0.5%	-3.3%
Cc1ccc2nc(NC(=O)CSCc3ccccc3)sc2c1	-8.4%	-0.2%[9.22 µM]	-1.2%	0.0	-22.0%	5.4%	?	-27.9%	8.7%
CC(C)(C)Cc1c(-c2ccccc2)nc2ccc(Cl)cn12	-1.1%	.	2.2%	57.6	7.2%	4.1%	.	-0.5%	-0.9%
CC(C)n1ncc2c(C(=O)Nc3ccc(S(C)(=O)=O)cc3)cc(C3CC3)nc21	-12.6%	-3.0%	.	-26.3	0.7%	-11.9%	-8.9%	-2.0%	-4.7%
CCOC(=O)C1(NC(=O)C2(N3C(=O)c4ccccc4C3=O)CCCC2)CCCC1	-7.0%	11.7%	13.9%	2.6	-9.8%	-12.0%	-1.1%	-23.8%	-3.2%
N#Cc1c(C#N)c(O)c2ccccc2c1O	2.7%	-15.1%	.	7.2	-17.0%	21.8%	-0.2%	2.5%	-0.1%
NC(c1cccc(F)c1)c1nc(-c2ccc(Cl)cc2)cs1 (centres undefined)	-3.2%	.	2.6%	2.4	-1.4%	?	.	-0.1%	-1.1%
CN(C(=O)COc1cc(=O)n(C)c2ccccc12)c1ccc(Cl)cc1	2.4%	-1.2%	-10.5%	16.4	4.5%	-28.1%	0.3%	2.4%	-6.4%
CSc1ccccc1C(=O)N(CC1CCCO1)c1c(N)n(Cc2ccccc2)c(=O)[nH]c1=O (centres undefined)	1.7%	0.2%	-14.0%	22.4	-0.3%	10.2%	0.6%	9.6%	?
Cc1ccc(NC(=O)C2(C)CCN2C(=O)C2CCCCC2)cc1C (centres undefined)	18.4%	.	-13.6%	11.4	24.0%	0.9%	.	2.5%	-0.1%
COc1cc(NS(=O)(=O)c2ccc(-n3cccn3)cc2)cc(OC)c1	-10.9%	.	.	16.3	-19.8%	?	.	-9.5%	-17.4%
CC1=C(C(=O)Nc2ccc(C)cc2)C(c2ccc(N(C)C)cc2)NC(=O)N1 (centres undefined)	-1.3%	-0.6%	18.7%	-8.2	4.4%	-8.0%	22.3%	3.2%	6.1%
O=C(/C=C/c1cccs1)N1CCC2(CC1)Oc1ccc(Cl)cc1C(=O)C21CC(c2cccnc2)=NO1 (centres undefined)	?	?	-11.0%	-3.5	?	-29.4%	?	4.0%	?
COC(=O)NCCOc1nc(N(C)C)nc(N(C)C)n1	18.0%	-4.1%	-2.5%	-5.3	14.9%	0.4%	25.1%	0.2%	6.7%
COc1ccc(C2/C=C\CN(Cc3ccc(N(C)C)cc3)CC(=O)N2Cc2ccc(F)cc2)cc1 (centres undefined)	13.0%	?	-5.8%	8.2	0.8%	23.9%	-1.6%	-1.5%	5.1%
CCCC1C(C(=O)OCC)=C(C)NC(C)=C1C(=O)OCC	-0.5%	-0.2%	1.5%	-24.8	-9.3%	-16.9%	3.7%	-30.9%	-17.4%
COc1ccc(NC(=O)C(NC(=O)Cc2cccs2)c2ccc(C)cc2)cc1 (centres undefined)	1.4%	-2.4%	-21.2%	21.3	7.3%	-14.9%	?	8.0%	13.5%
Cc1ccc(CSCCC(=O)NCCc2ccc(Cl)cc2)cc1	0.0%	-8.4%	-15.2%	-8.0	0.0%	-6.9%	-8.3%	-0.4%	15.7%

3 entries from above, ordered by number of heavy atoms, smallest number first.
SMILES	HT1080NT lethal	SW480 rerep	ATXN2 expr inh	IL-1B inflam inh	HT1080 IDH1KD tx	KB-V1 MDR tox	MCF10A rerep	WRN helicase inh	KB-3-1 cytotox
Cc1ccc2nc(NC(=O)CSCc3ccccc3)sc2c1	-8.4%	-0.2%[9.22 µM]	-1.2%	0.0	-22.0%	5.4%	?	-27.9%	8.7%
Cc1ccc(NC(=O)C2(C)CCN2C(=O)C2CCCCC2)cc1C (centres undefined)	18.4%	.	-13.6%	11.4	24.0%	0.9%	.	2.5%	-0.1%
COC(=O)c1cc(S(=O)(=O)N2CCN(c3ccccc3OC)CC2)cn1C	-4.3%	-6.2%	-7.1%	11.4	-9.5%	7.8%	-1.1%	-22.2%	2.8%
